AHR act: AHR activators, primary screen, cell-based, luminescence, luciferase reporter, human; actives 2.5% (n = 320,000); activation, % at 5 µM; AHR-responsive luciferase reporter cells; Aryl hydrocarbon receptor (Homo sapiens), P35869; in the data active = activation above about 47%;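 note: 0% = vehicle wells and 100% = reference agonist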
LAP4 TOR yeast: modulators of LAP4-GFP expression in yeast, primary screen, S. cerevisiae, multiplex flow cytometry, MLPCN library | actives 0.34% (n = 320,000) | 3 h; median GFP as percent of DMSO wells | AID 2023, 2009 | GFP response vs DMSO, % at 10 µM;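 active = GFP response vs DMSO above a set limit, about the screen mean plus 3 SD, cut at about 150% in these data; inconclusive = under 70 cell events counted for the yeast strain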
CIT2 TOR yeast: modulators of CIT2-GFP expression in yeast, primary screen, S. cerevisiae, GFP fusion, multiplex flow cytometry, MLPCN library | S. cerevisiae CIT2-GFP strain, 3 h; 100 means same as DMSO wells | actives 0.065% (n = 320,000) | GFP response vs DMSO, % at 10 µM;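 active = GFP response relative to DMSO above a set limit, near the screen mean plus 3 SD, cut at about 150% in these data; inconclusive = Fewer than 70 cells measured for a yeast strain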;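 note: ratio of well median GFP fluorescence to mean of DMSO wells on the plate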
proCasp3 act: activators of human procaspase-3 D3A mutant, primary screen, biochemical, absorbance, PC-3 D3A mutant, single concentration. Caspase-3 (Homo sapiens), P42574. recombinant procaspase-3 D3A, Ac-DEVD-pNA absorbance 405 nm. activation, % at 8.5 µM. actives 0.11% (n = 330,000). AID 463141, 2010;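 active = activation above the mean of all tested compounds plus 3 SD, cut at about 21% in these data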;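 note: 0% = DMSO alone and 100% = DMSO wells spiked with extra 5 µM PC-3 D3A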
Target sequence (P42574 whole entry D9A/D28A/D175A): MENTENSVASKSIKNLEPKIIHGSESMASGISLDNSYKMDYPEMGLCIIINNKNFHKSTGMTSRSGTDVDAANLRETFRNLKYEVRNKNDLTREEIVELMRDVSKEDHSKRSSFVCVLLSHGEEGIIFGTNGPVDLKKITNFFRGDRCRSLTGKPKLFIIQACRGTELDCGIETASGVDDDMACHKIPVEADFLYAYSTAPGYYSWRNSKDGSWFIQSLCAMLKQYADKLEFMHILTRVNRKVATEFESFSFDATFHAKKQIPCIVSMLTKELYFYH
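assay system = Procaspase-3 D3A mutant | signal = absorbance at 405 nm, 0 and 120 min | times = 1 h preincubation plus 2 h reaction at 25 °C | repeats = single replicate | read-out = % activation between DMSO and enzyme-spiked controls | medium = Zinc-free HEPES saline buffer with Triton X-100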
AGP1-GFP MLPCN: modulators of AGP1-GFP expression in yeast TOR pathway, primary screen, cell-based, multiplex flow cytometry, S. cerevisiae, MLPCN library | 3 h; GFP as percent of DMSO wells | GFP response vs DMSO, % at 10 µM | actives 0.02% (n = 320,000) | AID 2066, 2009;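 active = GFP response relative to DMSO above a set limit, near screen average plus 3 SD, cut at about 150% in these data; inconclusive = fewer than 70 cells counted for the yeast strain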;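 note: median GFP channel fluorescence of the gated AGP1 strain per well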
proCasp7 act: procaspase-7 activators, primary screen, counter-screen for procaspase-3 activator project, biochemical, absorbance, HTS, human. activation, % at 8.5 µM. AID 463210, 2010. recombinant procaspase-7, Ac-DEVD-pNA absorbance 405 nm; D23A/D198A/D206A triple mutant, cannot self-cleave; scale: DMSO 0, 5 µM enzyme 100. actives 0.093% (n = 330,000);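 active = percent activation above the screen-wide mean plus 3 SD, cut at about 25% in these data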
Target sequence (P55210 whole entry D23A/D198A/D206A): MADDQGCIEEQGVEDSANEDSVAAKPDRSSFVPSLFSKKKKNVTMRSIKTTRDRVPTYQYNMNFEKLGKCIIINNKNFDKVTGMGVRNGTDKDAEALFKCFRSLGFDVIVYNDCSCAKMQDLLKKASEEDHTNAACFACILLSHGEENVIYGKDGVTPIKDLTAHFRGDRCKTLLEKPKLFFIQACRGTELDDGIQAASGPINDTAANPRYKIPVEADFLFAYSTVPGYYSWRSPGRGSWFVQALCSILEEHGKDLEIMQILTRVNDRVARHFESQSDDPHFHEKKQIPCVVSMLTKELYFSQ
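Assay system – Uncleavable procaspase-7 mutant enzyme · Quantity – 2 µM procaspase-7 mutant as dispensed · Times – 1 h preincubation, 2 h reaction · Dosing – single nominal 8.5 µM compound dose, 0.8% DMSO final · Buffer or medium – Zinc-free 50 mM HEPES buffer, pH 7.4, with NaCl and Triton X-100 · Detection – Epi-absorbance of released pNA at 405 nm, two timepoints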
MEP2 TOR yeast: modulators of MEP2-GFP levels in yeast, primary screen, S. cerevisiae, multiplex flow cytometry, MLPCN library; S. cerevisiae MEP2-GFP strain, 3 h; 100% = DMSO control level; GFP response vs DMSO, % at 10 µM; actives 0.51% (n = 330,000); AID 2016, 2009;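 active = GFP response versus DMSO above a set limit, roughly screen mean plus 3 SD, cut at about 180% in these data; inconclusive = fewer than 70 cells counted for a yeast strain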;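 note: median GFP fluorescence of the barcode-gated MEP2-GFP cells per well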
RPL19A-GFP yeast: RPL19A-GFP expression modulators in yeast, primary screen, cell-based, S. cerevisiae, multiplex flow cytometry, MLPCN; S. cerevisiae RPL19A-GFP strain, 3 h; hits give low values; percent response vs DMSO, % at 10 µM; actives 0.3% (n = 330,000);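 active = percent response vs DMSO below 50%; inconclusive = fewer than 70 events counted for the yeast strain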;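 note: median channel GFP fluorescence of the barcoded RPL19A-GFP strain; ratio of sample median GFP to plate DMSO average so 100% = DMSO; lower means less RPL19A-GFP as with rapamycin TOR inhibition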
Active calls of the source: *; ? = inconclusive; . = not tested or not shown; [ ] = remark or other dose.

molecule,AHR act,LAP4 TOR yeast,CIT2 TOR yeast,proCasp3 act,AGP1-GFP MLPCN,proCasp7 act,MEP2 TOR yeast,RPL19A-GFP yeast
O=C(CCNC(=O)c1ccccc1Cl)Nc1nnc(C2CC2)s1,0.9,100.7,106.1,15.0,104.5,6.8,100.2,100.7
CCCC1CC(=O)OC1(C)C(=O)CSc1n[nH]c(-c2ccccc2)n1 (stereo unspecified),7.6,95.7,97.7,-0.6,102.4,-6.2,107.7,97.3
COc1cc(C(=O)Nc2cccc(C)c2C)c(Br)c(OC)c1OC,0.6,98.0,97.9,3.3,98.7,6.8,97.3,100.6
COc1ccc(C(=O)N(CCN2CCOCC2)CC(=O)NC2CCCC2)cc1OC,6.2,104.3,100.3,3.5,115.3,2.4,107.3,102.4
COc1ccc2[nH]cc(CCNC(=O)c3ccccc3Cl)c2c1,13.5,99.4,102.7,-9.8,98.7,2.1,106.5,98.5
O=c1ccnc2n1COCS2,-1.2,102.8,90.6,-6.1,103.4,4.5,94.3,100.5
c1ccc2c(c1)OCC(CNc1ncnc3nc[nH]c13)O2 (stereo unspecified),10.2,115.9,108.9,1.8,117.3,-7.1,110.7,110.2
CCOC(=O)N1CCN(C(=O)CSCC(=O)Nc2nc(-c3ccc(Cl)s3)cs2)CC1,7.8,90.3,96.4,3.1,94.2,8.2,90.6,89.8
CC(=O)N1c2ccc(S(=O)(=O)N3CCC(C(=O)Nc4cccc(C)n4)CC3)cc2CC1C (stereo unspecified),-1.4,88.9,102.8,5.8,68.8,-6.6,97.8,92.8
CCOC(=O)CNC(=O)C1c2cc(OC)c(OC)cc2C(=O)N(C)C1c1ccccc1F (stereo unspecified),1.6,103.0,102.7,-6.0,99.2,5.9,103.1,97.3
Cc1ccc(NC(=O)OCCNC(=O)OC(C)C)cc1,4.5,97.3,92.0,5.7,100.4,5.7,95.6,97.7
CC(=O)Nc1cccc(NC(=O)C2CCN(C(=O)c3ccco3)CC2)c1,-2.2,92.0,105.4,9.7,100.5,-9.4,104.2,104.0
O=C1CCCC2=C1C(c1cccs1)n1nc(SCc3ccccc3F)nc1N2 (stereo unspecified),11.3,107.7,91.1,1.3,99.5,0.1,106.5,98.0
COc1cc(CNC(=O)CCC(=O)N2C[C@H]3C[C@H](C2)c2cccc(=O)n2C3)cc(OC)c1OC,-0.7,103.4,108.4,2.3,101.5,-9.8,101.8,102.2
CC(C)N1CCN(Cc2ccc3c(c2)Cc2ccccc2-3)CC1CCO (stereo unspecified),1.5,95.1,103.0,-1.1,102.7,-3.5,104.9,107.5
Cc1oc(-c2cccs2)nc1CS(=O)CC(=O)NCCCOC(C)C (stereo unspecified),1.1,105.5,111.0,-5.2,104.2,0.4,111.7,101.6
COc1ccc(N(CCC#N)S(=O)(=O)c2ccc(Cl)cc2)cc1,0.4,97.4,97.6,3.4,99.0,-3.1,103.7,99.2
CC(C)C(NC(=O)c1ccccc1F)C(=O)NCCc1ccccn1 (stereo unspecified),1.0,107.9,107.3,-0.7,109.2,-1.4,100.4,100.6
Cc1ccccc1N1C(=O)C2CCCN2C1=S (stereo unspecified),-1.2,92.1,83.2,-2.8,94.1,-3.6,95.7,93.2
Cc1cccc2nc(CSc3nnc4ccccn34)cn12,5.7,95.4,111.3,-7.4,104.6,-2.4,109.1,101.9
CC1CCCC(C)N1C(=O)COC(=O)c1ccc(S(=O)(=O)N(C)c2ccccc2)cc1 (stereo unspecified),-0.2,92.5,96.2,1.6,95.3,0.1,102.4,97.7
O=Cc1ccc2noc(-c3ccc(Cl)cc3)c2c1,11.9,115.0,94.6,-0.7,97.1,-4.5,99.0,96.1
CCCc1nnc(N2C(=O)c3cccc4cccc(c34)C2=O)s1,73.3*,103.6,106.1,1.8,104.0,3.4,109.5,105.3
COc1ccc(-n2c(SCC#N)nnc2-c2ccc(NS(=O)(=O)c3ccc(C)cc3)cc2)cc1,31.4,105.3,101.2,-0.6,99.8,-5.8,105.1,100.5
Cc1ncoc1C(=O)N1CCCC(C(=O)c2cccc3ccccc23)C1 (stereo unspecified),3.5,99.4,104.6,-10.1,99.9,-3.3,102.8,96.5
Cc1cccc(NC(=O)c2cc(=O)n(Cc3ccccc3)c(=O)[nH]2)c1,14.4,93.3,98.9,6.2,99.0,-6.8,100.8,103.0
COC(=O)CCN(C(=O)c1ccc(C)c([N+](=O)[O-])c1)c1ccccn1,0.8,96.3,86.8,-4.4,98.4,0.2,96.9,94.5
O=C(O)c1ccccc1/C=N/N1CCN(C2c3ccccc3-c3ccccc32)CC1,0.9,98.8,99.8,3.1,100.3,0.0,99.4,97.6
C/C(=N/NC(=O)CN1CCN(Cc2ccccc2Cl)CC1)c1cccnc1,7.7,111.3,110.3,0.6,120.8,7.3,99.5,102.6
CC(C)n1c(SCc2ccccc2F)nc2c1c(=O)n(C)c(=O)n2C,3.6,107.5,92.0,1.1,103.4,-4.1,106.9,93.3
Cc1c(Br)cc(C(=O)NC2CCCCC2)c(C)c1C,-2.3,88.6,108.0,5.5,102.5,-6.5,107.4,99.8
Cc1ccc2cc(C)c3nnc(SCC(=O)NCc4ccco4)n3c2c1,-9.4,102.9,102.7,-0.1,102.0,-2.3,115.8,95.5
COc1cccc(NC(=O)CSc2ccc3nnc(CCNC(=O)c4ccccc4)n3n2)c1,1.3,87.5,102.9,4.5,97.1,8.6,93.4,103.3
O=C(c1cccnc1)N1CCc2ccccc21,29.9,99.0,94.9,-1.0,100.2,5.9,98.9,94.0
CC(C)N1C(=O)C2C(c3ccccc3O)NC(C)(C(=O)O)C2C1=O (stereo unspecified),-2.1,100.2,107.9,3.0,106.9,8.0,103.0,102.1
Cc1ccc(C)n1/N=C1/NC(=O)CS1,1.9,95.0,96.3,5.7,96.7,-2.6,93.2,96.6
Cc1cc(C)nc(N2N=C(c3ccccc3)CC2=O)n1,4.0,100.4,90.2,1.8,93.0,5.7,93.5,93.4
Cc1cc(C(=O)N/N=C/c2cc(Br)ccc2OC(=O)c2ccccc2)n[nH]1,41.9,90.3,90.4,-2.4,92.0,-4.8,93.1,88.5
O=C(Nc1nnc(-c2ccc(Br)cc2)o1)c1cccc(N2C(=O)CCC2=O)c1,15.1,105.4,94.9,-11.2,102.7,0.8,99.2,97.4
CCN1CCN(C(=O)C(NS(=O)(=O)c2ccc3nc(C)sc3c2)C(C)C)CC1 (stereo unspecified),-3.1,94.5,98.0,7.3,100.1,-3.3,109.1,96.2
FC(F)(F)c1cnc(-c2cnc3c(-c4ccc(Cl)cc4)cnn3c2)c(Cl)c1,0.9,?,96.0,-5.6,103.8,-2.5,?,101.6
COc1ccc(-c2cc(=O)c3cc(OC)c(OC)cc3[nH]2)cc1,62.3*,97.8,111.0,-4.8,91.3,3.5,94.9,97.0
COc1ccc(CCC(C)NCC(C)c2ccccc2)cc1 (stereo unspecified),-3.5,98.6,101.1,0.0,97.3,-16.7,105.2,103.6
O=c1nc(Nc2ccc([N+](=O)[O-])cc2)[nH]c(=O)[nH]1,0.3,96.0,100.2,-4.3,98.8,4.4,101.9,107.0
Cc1cc(C)cc(NS(=O)(=O)Cc2ccccc2)c1,12.8,84.3,102.9,1.7,96.4,-0.5,99.3,101.2
COc1ccc(Nc2nc(N)nc(CSc3nnc(N)s3)n2)cc1,112.3*,92.7,118.9,-5.6,115.3,-1.6,111.8,106.4
Cc1ccc(S(=O)(=O)Nc2ccc(S(=O)(=O)N3CCOCC3)cc2)cc1,2.5,111.9,97.5,-0.5,101.0,-6.6,112.8,99.0
CCOC(=O)CCc1c(C(=O)OCC)[nH]c(CC)c1C(=O)OCc1ccccc1,-0.3,131.0,98.1,2.8,116.3,7.8,98.7,103.8
Cn1cnc(S(=O)(=O)Nc2cc(-c3ccc(Cl)cc3)nn2C)c1,1.4,109.0,107.1,-10.3,111.0,-0.8,99.2,99.6
CCC1(c2ccccc2)NC(=O)N(CC#N)C1=O (stereo unspecified),-2.3,97.4,98.9,-1.7,99.1,-0.7,98.6,97.8

Some of these compounds in order of their number in MEP2 TOR yeast, smallest number first.
| SMILES | AHR act | LAP4 TOR yeast | CIT2 TOR yeast | proCasp3 act | AGP1-GFP MLPCN | MEP2 TOR yeast | RPL19A-GFP yeast |
| --- | --- | --- | --- | --- | --- | --- | --- |
| O=C(c1cccnc1)N1CCc2ccccc21 | 29.9 | 99.0 | 94.9 | -1.0 | 100.2 | 98.9 | 94.0 |
| O=c1nc(Nc2ccc([N+](=O)[O-])cc2)[nH]c(=O)[nH]1 | 0.3 | 96.0 | 100.2 | -4.3 | 98.8 | 101.9 | 107.0 |
| CC(C)N1C(=O)C2C(c3ccccc3O)NC(C)(C(=O)O)C2C1=O (stereo unspecified) | -2.1 | 100.2 | 107.9 | 3.0 | 106.9 | 103.0 | 102.1 |

Later entries:
molecule,AHR act,LAP4 TOR yeast,CIT2 TOR yeast,proCasp3 act,AGP1-GFP MLPCN,proCasp7 act,MEP2 TOR yeast,RPL19A-GFP yeast
Cn1cc(CN2CCC(C(=O)N3CCCC3)CC2)c(-c2ccccc2F)n1,-0.2,97.2,102.7,-6.3,103.0,-1.4,103.0,100.3
CSc1nnc2n(-c3ccc(C)cc3)c(=O)c3c4c(sc3n12)COC(C(C)C)C4 (stereo unspecified),-0.2,97.9,95.5,7.1,98.3,5.4,98.8,100.2
CCCC(=O)c1c[nH]c(C(=O)NCCCN2CCOCC2)c1,2.0,100.4,103.2,-2.6,102.8,3.9,101.8,101.1
C=C(C)C1CC=C(C)/C(=N/NC(=O)COc2cccc3ccccc23)C1 (stereo unspecified),8.0,88.2,.,4.2,100.7,-2.8,100.5,98.3
COc1ccccc1NC(=O)Nc1c(C)nn(C)c1C,9.1,87.9[may fluoresce red and violet],?,-2.9,?,7.0,?,?
O=C(CCN1C(=O)C2C3C=CC(C3)C2C1=O)N1CCCCC1 (stereo unspecified),0.6,99.9,99.1,1.7,102.7,11.1,96.7,101.2
COc1ccc(NC(=O)CSc2nc3ccccc3nc2N2CCCC2)cc1Cl,3.8,106.9,92.3,29.7*,104.5,-0.9,94.1,93.6
Cc1cc(-c2[nH]nc3c2C(c2cccc(O)c2)C(C#N)=C(N)O3)c(C)s1 (stereo unspecified),3.1,107.5,103.3,0.8,103.9,-10.4,104.8,102.1
Cc1cc(Nc2ccccc2Br)n2nc(C)nc2n1,45.9,109.6,92.0,11.8,104.2,6.2,100.8,95.8
Cc1ccc(S(=O)(=O)c2nc(Nc3nccs3)sc2Cl)cc1,13.1,100.6,95.6,1.0,104.9,-4.0,105.0,98.6

Compound activity deposited in PubChem by several laboratories.
